# Screening results as filed in PubChem BioAssay.
# CHRM4 antagonist: human M4 muscarinic receptor antagonists, primary screen, CHO cells, Fluo-8 calcium fluorescence. CHO-hM4 cells, ACh EC80. inhibition, % at 3 µM. 0.73% of 360,000 active. AID 624125, 2012;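 active = inhibition above its plate's cutoff, the mean inhibition of sample wells plus 3 SD, cut at about 27% in these data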;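 note: 0% = acetylcholine EC80 with DMSO and 100% = DMSO without agonist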
# Target sequence (P08173 whole entry, looked up): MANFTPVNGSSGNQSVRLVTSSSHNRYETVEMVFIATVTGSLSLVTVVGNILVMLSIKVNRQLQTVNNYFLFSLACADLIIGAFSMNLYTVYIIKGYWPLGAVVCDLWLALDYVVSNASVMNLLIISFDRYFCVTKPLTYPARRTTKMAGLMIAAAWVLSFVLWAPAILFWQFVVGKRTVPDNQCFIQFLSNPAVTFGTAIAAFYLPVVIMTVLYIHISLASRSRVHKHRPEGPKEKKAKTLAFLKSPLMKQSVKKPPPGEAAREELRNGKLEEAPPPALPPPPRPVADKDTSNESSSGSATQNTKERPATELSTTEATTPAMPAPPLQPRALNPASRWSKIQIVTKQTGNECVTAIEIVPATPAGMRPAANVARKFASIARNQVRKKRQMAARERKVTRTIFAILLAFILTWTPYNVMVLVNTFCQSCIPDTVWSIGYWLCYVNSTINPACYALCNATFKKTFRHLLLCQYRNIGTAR
# CHRM1 antagonist: human M1 muscarinic receptor antagonists, primary screen, CHO-K1 cells, Fluo-8 calcium fluorescence, 1536-well. Muscarinic acetylcholine receptor M1 (Homo sapiens), P11229. CHO-K1 hM1, ACh EC80 antagonist. inhibition, % at 3 µM. 1.3% of 360,000 active;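 active = percent inhibition above its own plate's cutoff, namely the mean of that plate's compound wells plus 3 SD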;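 note: peak over basal fluorescence ratio during 140 s after agonist addition; 0% = ACh EC80 plus DMSO and 100% = DMSO alone without agonist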
# Target sequence (P11229 whole entry, looked up): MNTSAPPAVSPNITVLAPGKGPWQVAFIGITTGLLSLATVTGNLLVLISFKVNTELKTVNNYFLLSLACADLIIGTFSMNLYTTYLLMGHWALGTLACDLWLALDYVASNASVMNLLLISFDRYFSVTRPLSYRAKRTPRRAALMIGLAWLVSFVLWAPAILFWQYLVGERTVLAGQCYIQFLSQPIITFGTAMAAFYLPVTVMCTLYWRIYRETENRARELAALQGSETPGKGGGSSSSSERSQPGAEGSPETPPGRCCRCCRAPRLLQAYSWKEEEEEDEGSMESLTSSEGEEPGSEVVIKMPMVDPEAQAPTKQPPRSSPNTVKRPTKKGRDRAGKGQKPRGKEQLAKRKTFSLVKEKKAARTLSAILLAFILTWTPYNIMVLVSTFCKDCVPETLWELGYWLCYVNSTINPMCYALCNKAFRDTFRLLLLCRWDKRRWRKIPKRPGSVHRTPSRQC
# M5 PAM: human M5 muscarinic receptor positive allosteric modulators, primary screen, CHO-K1 cells, Fluo-8 calcium fluorescence; 0.3% of 360,000 active; CHO-K1 hM5, ACh EC20 PAM; 0% = ACh EC20, 100% = ACh EC100; activation, % at 3 µM; Muscarinic acetylcholine receptor M5 (Homo sapiens), P08912;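 active = activation above the run cutoff, the mean activation of all test compounds plus 3 SD, cut at about 18% in these data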
#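 System: CHO-K1 cell line with stable human muscarinic M5 receptor expression | Also added: EC20 acetylcholine as agonist stimulus | Compound: One concentration, 3 µM final (nominal) | Timing: Fluo-8 loading 80 min at 37 °C plus 30 min room temperature | Measured by: Fluo-8 calcium dye fluorescence, kinetic read | Read-out basis: % activation, ACh-normalized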
# CRFR2-BP ag: agonists of CRF-BP/CRF-R2 complex, primary screen, cell-based, HEK293, calcium dye fluorescence, uHTS; calcium dye fluorescence (FLIPR); percent of saturating CRF peptide response; activation, % at 13.2 µM; 0.46% of 350,000 active; AID 588473, 2011;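 active = activation of at least 50%, plus an integration ratio under a set limit after plate pattern correction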;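 note: plate controls were neutral control wells without compound for no effect and CRF at EC100 for full effect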
# M4 PAM: human M4 muscarinic receptor positive allosteric modulators, primary screen, CHO-K1 cells, Fluo-8 calcium fluorescence. 0.4% of 360,000 active. AID 624126, 2012. activation, % at 3 µM. Muscarinic acetylcholine receptor M4 (Homo sapiens), P08173. CHO-K1 hM4/Gqi5, ACh EC20; 0% = ACh EC20, 100% = maximal ACh;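 active = activation above its plate's cutoff, the mean activation of sample wells plus 3 SD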; note: some results filed as inactive read as strong as hits
# M5 ag: human M5 muscarinic receptor agonists, primary screen, CHO-K1 cells, Fluo-8 calcium fluorescence. 0.19% of 360,000 active. AID 624037, 2012. Muscarinic acetylcholine receptor M5 (Homo sapiens), P08912. activation, % at 3 µM. CHO-K1 hM5 cells; 0% DMSO wells, 100% maximal acetylcholine response;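 active = activation above the run's mean over test compounds plus 3 SD, cut at about 23% in these data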;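 note: signal is peak over basal fluorescence ratio across the kinetic read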
# M5 antag: human M5 muscarinic receptor antagonists, primary screen, CHO cells, Fluo-8 calcium fluorescence. Muscarinic acetylcholine receptor M5 (Homo sapiens), P08912. CHO-hM5 cells, ACh EC80. inhibition, % at 3 µM. 0.59% of 360,000 active. AID 624040, 2012;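 active = inhibition above a per-plate cutoff, the mean of that plate's test compounds plus 3 SD, cut at about 27% in these data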;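 note: 0% = acetylcholine EC80 with DMSO and 100% = DMSO without agonist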
# M1 PAM: human M1 muscarinic receptor positive allosteric modulators, primary screen, CHO-K1 cells, Fluo-8 calcium fluorescence, 1536-well; Muscarinic acetylcholine receptor M1 (Homo sapiens), P11229; CHO-K1 hM1, ACh EC20; 0% = ACh EC20, 100% = maximal ACh; activation, % at 3 µM; 0.088% of 360,000 active; AID 588819, 2011; in the data active = activation above about 19%, passing the limit was not always enough
# CHRM4 agonist: human M4 muscarinic receptor agonists, primary screen, CHO-K1 cells, Fluo-8 calcium fluorescence; activation, % at 3 µM; Muscarinic acetylcholine receptor M4 (Homo sapiens), P08173; 0.14% of 360,000 active; AID 624127, 2012; CHO-K1 hM4/Gqi5; vehicle 0%, full acetylcholine response 100%;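 active = activation above the run mean over all test wells plus 3 SD, cut at about 32% in these data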;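 note: peak over basal fluorescence ratio per well then scaled between controls; 0% = DMSO wells and 100% = acetylcholine at EC100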
# * hit, by the source's call; / = no result given.
SMILES,CHRM4 antagonist,CHRM1 antagonist,M5 PAM,CRFR2-BP ag,M4 PAM,M5 ag,M5 antag,M1 PAM,CHRM4 agonist
CN(CCCC(=O)O)S(=O)(=O)c1ccc2c(c1)C(=O)c1cc(S(=O)(=O)N(C)CCCC(=O)O)ccc1-2,5,-6,4,-0.1,-3,6,4,2,0
NNC(=O)CNC(c1ccccc1)c1cc(Br)ccc1NC(=O)CCN1CCOCC1 (stereo not drawn),0,-1,7,-1.8,13,-2,-3,5,-1
COc1ccc(-c2c[n+](CC(=O)OC3CC(C)CCC3C(C)C)c3n2CCC3)cc1 (stereo not drawn),34*,91*,-31,-1.2,-24,-15,65*,-22,1
COc1cccc(C2CC(c3ccc(C(C)C)cc3)n3nc(N)nc3N2)c1 (stereo not drawn),4,7,2,2.0,2,4,2,-7,1
Cc1nc(C(F)(F)F)ccc1C(=O)N1CCC1(C)C(=O)NS(=O)(=O)c1cccc(Cl)c1 (stereo not drawn),0,-13,3,/,-3,0,8,8,0
CCc1ccc2oc(=O)cc(CN3CCCCC3C)c2c1 (stereo not drawn),14,1,-11,0.0,-8,-6,13,0,-3
Cc1nc2scc(C)n2c(=O)c1S(=O)(=O)Nc1ccc(N2CCOCC2)c(Cl)c1,-10,-2,-4,1.3,8,4,8,5,6
CSc1nnc(Cn2c(=O)sc3ccccc32)n1-c1ccccc1,15,-7,-5,-2.2,-11,3,3,4,1
CC(=O)C[C@H](O)CC(=O)[C@H]1OC(=O)CCCCCCCc2ccccc21,3,-4,7,-1.5,7,-14,12,11,0
COc1ccc(C)cc1NC(=O)c1cc(C2CC2)nc2c1c(C)nn2C1CCS(=O)(=O)C1 (stereo not drawn),-2,-5,4,-2.7,0,1,4,6,3
CN1/C(=C/c2cccc[n+]2C)Sc2ccccc21,9,-11,0,11,-2,-1,-1,1,0
CCn1c(=O)n(CC)c2cc(N3CCCC3)c(NC(=O)c3cccc(OC)c3)cc21,2,5,-7,-0.6,-5,-3,19,3,2
Cc1ccc(C)c(N=Cc2cc3c(cc2[N+](=O)[O-])OCO3)c1,-6,-6,-3,-0.5,-2,-3,4,9,1
COc1cccc(OCCNC(=O)c2ccccc2Sc2ccccc2C#N)c1,8,3,-9,-1.1,-7,2,3,-1,5
CC(=O)Nc1cccc(C(=O)NC2CCCc3c2cnn3-c2ccccc2F)c1 (stereo not drawn),2,-12,-2,0.2,4,-3,4,9,3
Cc1cc(C)cc(N2CCCn3c2nc2c3c(=O)[nH]c(=O)n2C)c1,-13,-25,0,-1.3,3,-9,0,20,-2
NC(=O)NCc1ccc(F)cc1,0,-7,-7,-0.1,1,2,1,5,0
Cc1ccc([N+](=O)[O-])cc1N=Nc1c(-c2ccc([N+](=O)[O-])cc2)[nH]n(C(N)=S)c1=O,-5,2,1,51*,1,5,5,7,3
FC(F)Oc1ccc(NC(=S)NCCc2ccccn2)cc1,-5,1,4,-3.2,7,-6,-10,12,1
CC(C)(C)n1nnnc1C(c1cc2ccccc2o1)N1CCOCC1 (stereo not drawn),-18,/,-2,/,22,2,-2,/,0
COc1cccc(-c2nnc(NC(=O)CCS(=O)(=O)c3ccc(C)cc3)o2)c1,-12,-14,7,-1.5,11,-1,-5,7,1
COc1ccc(N(C)C(=O)Cn2c(=O)oc3ccccc32)c(OC)c1,1,10,-1,-3.0,5,-5,9,-2,0
CC(C)Cc1oc(C(=O)O)cc1CN,7,-5,4,0.0,-4,0,8,13,0
COc1cccc(C(=O)Nc2cccc(OCC(=O)c3ccccc3)c2)c1,-1,-2,-14,2.7,-11,-2,7,-12,13
CCOC(=O)c1sc2nc[nH]c(=O)c2c1C,13,-19,-1,-1.9,9,1,-6,13,0
O=C(O)C1=C[C@@H](C2CC2)C[C@@H](OCCCCO)O1,4,-12,5,-0.4,16,0,7,16,0
O=S(=O)(c1cccc(-c2cn3ccccc3n2)c1)N1CCCC1,-2,-5,-2,0.4,2,-5,18,7,2
C/C(=N\NC(=O)c1ccccc1OCc1ccc(F)cc1)c1ccccn1,6,9,4,-0.9,9,-2,7,6,0
COC(=O)c1ccccc1S(=O)(=O)N1CCCC(c2nc3c(nnn3Cc3ccc(C)cc3)c(=O)[nH]2)C1 (stereo not drawn),7,0,-3,0.6,0,-2,15,2,1
N#CC(C#N)=Cc1cnc(N2CCN(c3ccccc3)CC2)s1,-6,5,0,1.5,-4,-3,-1,-3,1
COCCn1c(-c2ccc(OC)c(OC)c2)nc2ccccc21,0,-40,-3,-2.1,5,1,1,12,2
Cn1nc(-c2ccc(Cl)cc2)c2cc(C(=O)NCc3ccco3)sc21,-12,-8,-6,0.2,1,-3,-4,3,1
O=C(O)[C@H]1CCCC[C@H]1C(=O)Nc1ccc(S(=O)(=O)N2CCOCC2)cc1,-14,-11,4,-1.7,5,0,-3,11,0
Cc1ccc(/C(O)=C2/C(=O)C(=O)OC2c2ccc(Cl)cc2)cc1 (stereo not drawn),13,7,-5,-1.3,1,1,8,1,1
CC1CCC2(CC1)NC(=O)N(CC(=O)N(Cc1ccccc1)C(C)(C)C)C2=O (stereo not drawn),3,-3,-5,-0.5,-2,-2,21,8,0
Cc1ccc(S(=O)(=O)NN2C(=O)/C(=C\c3ccc(Cl)cc3)SC2=S)cc1,-9,-5,-4,-3.5,-2,0,1,1,0
O=C1CN(C(=O)c2ccccc2F)C(c2ccccc2)c2cc(F)ccc2N1 (stereo not drawn),9,7,-14,4.5,-15,0,23,-4,16
CC(NC(=S)NC(=O)c1ccccc1)c1ccccc1 (stereo not drawn),-11,-7,2,1.4,-6,0,-4,3,-2
CCOc1ccc2nc(NC(=O)c3cnccn3)sc2c1,-9,-6,3,0.2,26,0,-14,6,1
COc1ccccc1N1CCN(C(=O)C(Cc2ccccc2)NC(=O)C2CCCCC2)CC1 (stereo not drawn),-5,2,-3,-1.2,2,-3,11,1,2
Cc1ccc(CNC(=O)CS(=O)Cc2nc(-c3ccccc3C)oc2C)cc1 (stereo not drawn),-12,-10,-7,1.1,-5,0,0,1,4
CCOc1ccccc1NC(=O)c1ccc2c(c1)C(=O)N(CC)C2=O,-15,-21,4,-1.0,10,1,-3,19,1
CC1=NN(C(=O)COc2ccc(C)c(C)c2)C(O)(c2ccc(Cl)cc2)C1 (stereo not drawn),-5,2,4,3.4,22*,0,3,5,3
Cc1nn(C(C)C(=O)N2CCOCC2)c(C)c1[N+](=O)[O-] (stereo not drawn),-11,8,-17,0.6,-3,4,16,-10,10
Cc1cc(C(=O)Nc2cc(S(C)(=O)=O)ccc2Cl)c(C)o1,2,-5,-1,-0.7,-1,-2,11,2,0
CC(=O)NC(c1ccc(F)c(F)c1)c1nc(-c2cnn(C)c2)cs1 (stereo not drawn),-4,-8,-3,/,0,2,6,4,0
CCn1c(SCC(N)=O)nc2cc(S(=O)(=O)N3CCOCC3)ccc21,0,2,-2,1.9,8,-1,11,1,2
S=C1NCN(C2CCCCC2)CN1c1ccccc1,-4,-11,1,5.3,-5,-2,1,10,0
Cc1nn(Cc2ccccc2)c(Cl)c1/C=C/C(=O)OC(C)C(=O)N1CCCC1 (stereo not drawn),-20,37*,4,1.6,-7,-9,0,-20,2
Cc1ccc(S(=O)(=O)Nc2ccccc2C(=O)Nc2ccc(S(=O)(=O)Nc3nccc(C)n3)cc2)cc1,3,6,-2,1.1,-2,-1,4,-2,0
CC(C)(C)C1=C(C#N)C(c2cc3c(cc2Br)OCO3)C(C#N)=C(N)O1 (stereo not drawn),-2,2,4,3.5,3,3,-5,3,0
O=C(O)c1ccc2c(c1)S(=O)(=O)c1cc(N3CCN(c4ncccn4)CC3)ccc1C2=O,3,-6,3,4.7,-3,0,-2,5,0
O=C(CSc1nc(CCC2CCCC2)nc2ccccc12)NCc1ccc2c(c1)OCO2,-1,0,-4,-0.1,0,-2,10,-8,-1
CCCCNC(=O)CNC(=O)c1nn(-c2ccc(OC)c(OC)c2)c(=O)c2ccccc12,-10,-11,-12,-2.1,3,2,5,4,10
O=[N+]([O-])c1ccc(NC(=S)NCCc2ccc(Cl)cc2)cc1,25,35*,-17,7.2,-19,3,27*,-11,7
COc1ccc(/C=N/Nc2nc3ccccc3[nH]2)cc1OC,-7,-6,-1,-1.0,5,-3,4,-1,3
CC(C)(C)c1csc(NC(=O)c2ccncc2)n1,5,12,-6,0.9,-5,7,-11,-9,7
Cc1ccccc1-c1nc(CS(=O)(=O)CC(=O)NC2CCCCC2C)c(C)o1 (stereo not drawn),3,-9,6,-0.3,-3,6,-14,4,5
CCCC(=O)Nc1c2c(nn1-c1cccc(Cl)c1)CS(=O)(=O)C2,0,-9,3,-1.4,3,-2,-9,4,1
Cc1cc(C)cc(NC(=O)CCN2CCOCC2)c1,-1,-8,1,0.5,-2,0,-2,9,0

# In the list so far, these contain a thiophene ring, fused or not.
SMILES,CHRM4 antagonist,CHRM1 antagonist,M5 PAM,CRFR2-BP ag,M4 PAM,M5 ag,M5 antag,M1 PAM,CHRM4 agonist
CCOC(=O)c1sc2nc[nH]c(=O)c2c1C,13,-19,-1,-1.9,9,1,-6,13,0
Cn1nc(-c2ccc(Cl)cc2)c2cc(C(=O)NCc3ccco3)sc21,-12,-8,-6,0.2,1,-3,-4,3,1

# Following part
SMILES,CHRM4 antagonist,CHRM1 antagonist,M5 PAM,CRFR2-BP ag,M4 PAM,M5 ag,M5 antag,M1 PAM,CHRM4 agonist
CCN(CC)S(=O)(=O)c1cccc(C(=O)c2c(C)cc3ccccn23)c1,-2,10,-6,0.4,-5,-1,4,-10,9
C=CCOc1ccc(/C=N/Nc2ccccn2)cc1OC,-8,10,3,-3.6,0,0,5,-3,0
CCN1CCN(c2ccc(NC(=O)c3ccco3)cc2Cl)CC1,1,17,-6,-0.7,-7,-6,25,-10,1
CC1CCC(NC(=O)CN2C(=O)NC3(CCCCCC3)C2=O)CC1 (stereo not drawn),-6,-1,-3,0.7,8,0,11,0,0
O=C(CSc1nc2c(cnn2-c2cccc(Cl)c2)c(=O)[nH]1)NCCC1=CCCCC1,-20,-2,4,-0.1,15,6,3,8,2
O=C1/C(=C/c2ccc(F)cc2)SC(=S)N1NS(=O)(=O)c1ccccc1,-6,-4,-1,-2.4,1,-1,6,2,0
CCOCc1nc(N)nc(N)c1-c1cccc(Cl)c1,-3,1,-3,-0.5,0,-1,0,1,1
CC(NS(=O)(=O)c1ccc(Cl)cc1)C(=O)NCc1ccco1 (stereo not drawn),-11,-17,-3,2.1,13,0,-4,22,2
Cc1ccc(S(=O)(=O)N2[C@H](CC(=O)OCc3ccccc3)OC[C@@H]2C(C)C)cc1,-2,/,-13,/,-6,-2,2,/,3
